ssDAF-12 act – activates DAF-12 receptor from parasite S. stercoralis; activation, % at 6.8 µM; HEK293 ssDAF-12/GRIP1 lit1-tk-luc reporter, luminescence; % of 3 µM dafachronic acid response; 1% of 370,000 active;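 active = activation above the mean over all tested compounds plus 3 SD, cut at about 0.9% in these data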;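 note: 0% = DMSO-only wells and 100% = 3 µM delta7-dafachronic acid wells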
DAX1 inh-1 – blocks DAX1 repression of SF-1 activated StAR promoter. HEK293T StAR-luciferase reporter, SF-1/DAX-1 repression relief. inhibition, % at 6.8 µM. 1.1% of 370,000 active. AID 652010;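 active = inhibition above the mean over all tested compounds plus 3 SD, cut at about 3.6% in these data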;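 note: 0% = DAX-1 cells with DMSO and 100% = cells lacking DAX-1 with DMSO; higher inhibition means more luminescence from relief of DAX-1 repression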
hcDAF12 agonist – activates DAF-12 receptor from parasite H. contortus; HEK293 hcDAF-12 lit1-tk-luc reporter, luminescence; 0% DMSO, 100% Δ7-dafachronic acid; activation, % at 6.8 µM; 1.4% of 370,000 active; AID 652067;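 active = activation above the mean of all tested compounds plus 3 SD, cut at about 5.5% in these data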;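 note: 100% = response to 3 µM Δ7-dafachronic acid high control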
PG9 binder – PG9 antibody binding by small molecule; AID 624416; inhibition, % at 6.7 µM; TR-FRET gp120-PG9 antibody binding; 0.43% of 360,000 active; in the data active = inhibition above about 8.5%
ADAM17 inh – ADAM17 inhibition, QFRET primary screen; P78536; recombinant ADAM17, EDANS/DABCYL FRET peptide cleavage; inhibition, % at 6.95 µM; 0.83% of 370,000 active; AID 720648;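 active = inhibition above the mean of compounds lying between control limits plus 3 SD, set per campaign, cut at about 8.5% in these data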;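 note: 0% = DMSO-only wells as the low control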
ADAM10 inh – inhibitors of human ADAM10; recombinant ADAM10, EDANS/DABCYL FRET peptide cleavage, 3 h; inhibition, % at 7 µM; 0.62% of 370,000 active; AID 720582;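 active = inhibition above a per-campaign cutoff equal to the mean of compounds falling between control-based bounds plus 3 SD, cut at about 20% in these data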;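 note: 0% = DMSO wells while the 100% control is not disclosed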
FXN GAA850 act – frataxin GAA850 promoter activation; HEK293 lucGAA850 FXN promoter luciferase reporter, 24 h; percent of 10 µM SAHA response; activation, % at 6 µM; 0.56% of 360,000 active;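 active = activation above the average of all compounds screened plus 3 SD, cutoff fixed separately per campaign, cut at about 7.5% in these data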;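 note: 0% = DMSO wells and 100% = 10 µM SAHA wells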
hgDAF-12 ag – activates the H. glycines DAF-12 receptor ligand-binding domain; HEK293 GAL4-hgDAF12 UAS-luciferase reporter, agonist luminescence; normalized to butyrate control; activation, % at 6.8 µM; 1.8% of 370,000 active; AID 687014;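 active = activation above a cutoff set at the mean of all screened compounds plus 3 SD, cut at about 10% in these data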;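 note: 0% = DMSO wells and 100% = sodium butyrate wells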
DAX1 inh-2 – inhibits human nuclear receptor DAX1; P51843; HEK293 Gal4-DAX1 luciferase reporter, luminescence; inhibition, % at 6.75 µM; 0.99% of 340,000 active; AID 504766;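 active = inhibition above the mean over all tested compounds plus 3 SD, cut at about 4.2% in these data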;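 note: 0% = DAX1-transfected cells with DMSO and 100% = empty-vector control cells with DMSO; inhibition shows as a rise in luminescence from relieved DAX1 repression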
NPR1 activator – GC-A (human) enzyme activation. 0.14% of 370,000 active. activation, % at 10 µM. HEK293 GC-A cells, cGMP TR-FRET, EC30 ANP; 0% at EC30 ANP, 100% saturating ANP; in the data active = activation above about 40%
Target sequence (P16066 whole entry, looked up): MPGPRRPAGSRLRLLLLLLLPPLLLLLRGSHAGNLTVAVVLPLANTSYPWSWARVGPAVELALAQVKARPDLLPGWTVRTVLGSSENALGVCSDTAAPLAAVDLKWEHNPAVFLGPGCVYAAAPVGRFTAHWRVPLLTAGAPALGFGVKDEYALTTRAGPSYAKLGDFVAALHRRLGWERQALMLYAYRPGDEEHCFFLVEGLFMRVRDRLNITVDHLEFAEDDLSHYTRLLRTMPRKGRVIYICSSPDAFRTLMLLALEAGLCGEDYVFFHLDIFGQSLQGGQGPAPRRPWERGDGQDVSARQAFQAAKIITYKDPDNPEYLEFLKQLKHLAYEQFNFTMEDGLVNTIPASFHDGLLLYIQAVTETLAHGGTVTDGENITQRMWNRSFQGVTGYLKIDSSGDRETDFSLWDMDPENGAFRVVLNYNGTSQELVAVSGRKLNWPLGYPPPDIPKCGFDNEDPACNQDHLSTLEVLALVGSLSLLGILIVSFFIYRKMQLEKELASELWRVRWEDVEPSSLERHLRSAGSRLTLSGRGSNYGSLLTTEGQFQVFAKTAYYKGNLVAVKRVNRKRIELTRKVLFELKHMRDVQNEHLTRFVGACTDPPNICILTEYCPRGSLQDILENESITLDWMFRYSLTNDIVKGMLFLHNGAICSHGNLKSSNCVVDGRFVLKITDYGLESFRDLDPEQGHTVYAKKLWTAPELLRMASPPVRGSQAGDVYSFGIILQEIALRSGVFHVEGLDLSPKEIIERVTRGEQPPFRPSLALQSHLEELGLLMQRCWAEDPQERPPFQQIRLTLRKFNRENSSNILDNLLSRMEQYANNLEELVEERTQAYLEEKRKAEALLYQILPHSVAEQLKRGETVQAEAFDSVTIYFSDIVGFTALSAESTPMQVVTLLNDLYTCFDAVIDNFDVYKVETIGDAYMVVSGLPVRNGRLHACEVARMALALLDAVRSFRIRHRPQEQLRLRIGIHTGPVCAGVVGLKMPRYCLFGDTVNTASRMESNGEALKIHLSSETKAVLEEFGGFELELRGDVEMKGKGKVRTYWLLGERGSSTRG
SMARCA2 act – increases SMARCA2 function in MMTV reporter cells | AID 652017 | activation, % at 9.1 µM | MG213 cells, MMTV-luciferase reporter, dexamethasone, overnight | 1% of 370,000 active; in the data active = activation above about 7.8%;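 note: 0% = vehicle wells and 100% = reference activator wells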
The depositor's hits bear a star; i = inactive; / = no result given.

nr	mol	ssDAF-12 act	DAX1 inh-1	hcDAF12 agonist	PG9 binder	ADAM17 inh	ADAM10 inh	FXN GAA850 act	hgDAF-12 ag	DAX1 inh-2	NPR1 activator	SMARCA2 act
1	Cc1ccccc1NC(=O)/C=C1\SC(=O)NC1=O	-0.3	0.1	1.8	-2.2	0	3	0.8	1.6	-0.3	6	0
2	O=C(Nc1ccccc1Cl)OC1CCCCC1	-0.9	0.3	-0.1	-0.7	2	1	3.1	0.2	1.7	1	1
3	O=C(Nc1cccc(Br)c1)c1ccc(CSc2ccccc2)cc1	-1.1	0.1	0.7	-0.9	0	-1	1.0	1.1	-0.4	-1	-1
4	O=C(Oc1ccc(C(=S)N2CCOCC2)cc1)c1ccc([N+](=O)[O-])cc1[N+](=O)[O-]	-1.4	-0.3	-0.5	-0.7	1	3	-0.3	-1.2	2.1	0	0
5	COc1ccc(C(=O)NCC(=O)N/N=C/c2cn(C)c3ccccc23)cc1OC	-0.6	-1.4	3.9	-1.5	-3	-13	2.0	0.1	-0.6	0	2
6	O=C(NCC1CCCO1)c1ccc2c(=O)n(Cc3ccc(Cl)cc3)c(=S)[nH]c2c1 (stereo not given)	-1.8	-0.5	-1.2	0.7	-6	3	-1.6	-0.7	-0.2	2	-1
7	COc1ccc(OC)c(NC(=O)C(C)OC(=O)c2cc3ccccc3[nH]2)c1 (stereo not given)	-0.2	-3.7	1.4	-3.2	-6	4	-1.7	-3.4	0.3	11	-1
8	COc1ccc2nc(SCC(=O)NCc3ccccc3)[nH]c2c1	-0.7	0.0	1.1	0.5	-6	-8	0.7	-0.3	3.8	-1	-2
9	CCN1CCN(CCCNc2ncnc3nc[nH]c23)CC1	-1.1	1.7	-0.1	14*	-1	-9	0.0	1.7	-0.4	0	-3
10	O=C(O)CC(NC(=O)c1sc2ccccc2c1Cl)c1ccc(OC2CCCC2)cc1 (stereo not given)	-1.1	0.3	-1.0	7.0	1	14	-0.3	2.2	0.7	9	-3
11	COc1cc(CNCc2cccs2)cc(Br)c1OC	-1.4	-0.1	-1.5	-1.5	-1	1	-0.5	1.5	-0.9	0	0
12	CC1CCCC(C)N1NC(=O)c1ccc(Cl)c(S(N)(=O)=O)c1 (stereo not given)	-1.0	-0.8	0.3	-2.2	-2	-6	-0.7	-0.2	-0.3	2	-5
13	CN(CC(=O)NCCc1ccc(S(N)(=O)=O)cc1)CC(=O)Nc1ccccc1Cl	-1.5	0.9	-0.3	-1.7	-4	-6	-1.2	3.4	-0.1	-1	0
14	COc1ccccc1-n1nnnc1SCC(=O)NCC1(N2CCCCC2)CCCCC1	-1.0	0.5	-1.0	-0.1	-3	-6	0.7	1.0	-0.3	-2	6
15	Cc1cccc(NC(=S)Nc2ccc(Br)cc2)c1	-1.1	-0.7	-1.9	0.0	1	2	1.5	-1.1	0.9	4	-1
16	CSc1sc(C)cc1C=O	-0.7	0.1	-1.1	1.0	-3	-2	2.1	3.8	0.5	7	0
17	CCN(CC)c1ccc(NC(=O)c2cc(Cl)ccc2OC)cc1	0.3	-0.4	3.2	-0.3	1	14	2.0	1.9	-0.6	-6	2
18	Cn1c(N)c(S(=O)(=O)N2CCN(C(=O)c3ccco3)CC2)c(=O)n(C)c1=O	-1.6	-0.4	-0.7	-2.3	2	6	1.8	-1.9	-0.1	-3	1
19	CC(C)Oc1ccc(/C(O)=C2/C(=O)C(=O)N(CCN(C)C)C2c2ccco2)cc1 (stereo not given)	-0.4	0.0	-0.3	-0.5	1	-11	1.0	-0.4	1.1	-1	1
20	COc1ccccc1/C=C/C=NC1C(=O)N(c2ccccc2)[N+](C)=C1C (stereo not given)	-0.7	-0.3	-0.4	-0.7	-12	-51	-0.4	0.2	1.3	-3	-2
21	CC(CNS(=O)(=O)c1ccccc1)(c1ccccc1)N1CCOCC1 (stereo not given)	-0.9	0.1	0.7	-0.7	-2	4	-0.6	-3.1	0.2	-2	0
22	Cc1cc(N2CCOCC2)nc(-c2ccccc2O)n1	-0.8	-0.9	-1.1	0.6	-6	-6	3.5	2.2	-0.2	0	-2
23	Cc1noc(NS(=O)(=O)c2ccc(NC(=O)CCC3CCCCC3)cc2)c1C	-1.2	-0.4	0.7	-2.5	2	11	0.0	0.8	0.9	0	5
24	COC(=O)[C@]12C[C@H](CC(=O)NCc3ccc(OC)c(OC)c3)C(=O)N(Cc3ccc4c(c3)OCO4)C1=C[C@H](C(C)C)O[C@@H]2C1CC1	-1.1	0.1	0.7	/	3	7	/	0.5	/	-1	1
25	CCOC(=O)c1ccccc1NC(=O)Cc1ccc(OC)c(S(=O)(=O)N2CCOCC2)c1	-1.3	-2.0	-1.3	-0.5	0	-12	-0.6	-4.0	-1.9	4	-6
26	COc1cc(NC(C)=O)c2ncccc2c1Br	-1.1	-1.0	-0.3	0.6	-25	-119	1.4	-1.8	0.9	-2	-4
27	COc1ccc(C(C)NS(=O)(=O)Cc2ccccc2)cc1 (stereo not given)	-0.9	-0.4	-0.3	-2.0	-3	1	0.9	3.0	0.3	-5	1
28	CCOc1ccc(NC(=O)c2ccc(NC(=O)Cc3n[nH]c(=O)c4ccccc34)cc2)cc1	-1.5	1.3	-2.4	-2.5	-3	-4	-0.2	-3.0	1.5	3	-1
29	CCOc1ccc2nc(N(CCCN(C)C)C(=O)c3ccc(S(=O)(=O)N4CCCC4)cc3)sc2c1	-1.4	0.9	-3.0	-2.1	-2	6	-0.9	0.2	-0.8	4	-1
30	CC(=O)Nc1ccc(NC(=O)C2CC(=O)N(c3cccc(Cl)c3)C2)cc1 (stereo not given)	-0.6	0.9	0.0	-1.9	1	6	2.4	-4.1	1.2	5	-3

4 compounds drawn at random from those above, as already listed:
nr	mol	ssDAF-12 act	DAX1 inh-1	hcDAF12 agonist	PG9 binder	ADAM17 inh	ADAM10 inh	FXN GAA850 act	hgDAF-12 ag	DAX1 inh-2	NPR1 activator	SMARCA2 act
15	Cc1cccc(NC(=S)Nc2ccc(Br)cc2)c1	-1.1	-0.7	-1.9	0.0	1	2	1.5	-1.1	0.9	4	-1
28	CCOc1ccc(NC(=O)c2ccc(NC(=O)Cc3n[nH]c(=O)c4ccccc34)cc2)cc1	-1.5	1.3	-2.4	-2.5	-3	-4	-0.2	-3.0	1.5	3	-1
24	COC(=O)[C@]12C[C@H](CC(=O)NCc3ccc(OC)c(OC)c3)C(=O)N(Cc3ccc4c(c3)OCO4)C1=C[C@H](C(C)C)O[C@@H]2C1CC1	-1.1	0.1	0.7	/	3	7	/	0.5	/	-1	1
4	O=C(Oc1ccc(C(=S)N2CCOCC2)cc1)c1ccc([N+](=O)[O-])cc1[N+](=O)[O-]	-1.4	-0.3	-0.5	-0.7	1	3	-0.3	-1.2	2.1	0	0

Other structures follow.
nr	mol	ssDAF-12 act	DAX1 inh-1	hcDAF12 agonist	PG9 binder	ADAM17 inh	ADAM10 inh	FXN GAA850 act	hgDAF-12 ag	DAX1 inh-2	NPR1 activator	SMARCA2 act
31	COc1ccc(-n2nc(C(=O)NCC(=O)N3CCN(c4ccccc4F)CC3)c3ccccc3c2=O)cc1	-0.7	0.1	-1.0	4.8	-1	2	2.5	2.6	-0.3	0	6
32	Cc1nnc(SCC(=O)N2CC(C)OC(C)C2)n1-c1ccccc1 (stereo not given)	-0.8	-0.1	4.2	-0.1	-1	3	-0.1	0.5	-0.4	0	1
33	C[C@@H]1CN(c2c(F)c(F)c3c(=O)c(C(=O)O)cn(C4CC4)c3c2F)C[C@H](C)N1	-1.0	0.2	-1.4	-4.0	-44	-121	1.3	1.5	0.3	-2	3
34	COc1ccc(Cl)cc1CNC[C@H]1O[C@@H](n2ccc(N)nc2=O)[C@H](O)[C@@H]1O	-0.6	2.0	-0.3	-2.1	-5	-22	1.9	0.1	2.4	4	-4
35	CC(C)N(C(=O)c1ccc2nc(-c3ccccc3)c(-c3ccccc3)nc2c1)C(C)C	-1.7	-0.5	-3.9	-0.9	-172	i	1.0	-2.9	-1.2	-6	-3
36	CCOCCCNc1nc(-c2ccccc2)nc2ccccc12	-1.8	-0.4	-2.7	-1.9	2	-15	2.4	-3.2	-0.5	1	-1
37	COc1ccc(C(O)c2nc(-c3cccs3)cs2)cc1 (stereo not given)	-1.3	0.4	0.8	0.5	1	5	1.9	-1.2	/	0	-1
38	NC(=O)c1ccccc1OCC(=O)NC12CC3CC(CC(C3)C1)C2	-0.9	0.2	-1.4	-0.1	-4	6	3.4	2.3	1.9	-1	-1
39	CC1CCCCC1NC(=O)CCS(=O)(=O)c1cc2c(cc1Cl)NC(=O)CO2 (stereo not given)	-1.1	0.0	-0.7	-2.7	0	8	1.2	2.0	1.0	-3	-1
40	CCOC(=O)Cn1nc(-c2ccc(C)cc2)c2ccccc2c1=O	-1.6	1.4	-1.6	2.1	-5	-7	1.0	-4.9	-0.5	4	-2
41	c1ccc2[nH]c(NCc3ccc4c(c3)OCO4)nc2c1	-1.0	2.6	2.9	-0.6	0	-2	4.0	14*	1.4	0	5
42	C=CCOc1ccc(/C=C/C(=O)OCC(=O)NCC2CCCO2)cc1 (stereo not given)	-1.0	0.5	0.6	-1.3	-3	-3	-0.1	-1.1	1.2	7	-2
43	Cc1nnc(NC(=O)COc2ccc3c(C)cc(=O)oc3c2)s1	-0.7	0.6	1.8	-0.4	-125	-421	0.7	-0.5	-0.7	0	1
44	C=CCN(CC=C)C(=O)c1cc(Cl)ccc1[N+](=O)[O-]	-1.0	0.0	1.6	-0.5	1	5	-0.2	3.9	-0.1	0	-1
45	CC1(C(=O)NCc2cccnc2)Cc2c(-c3cccc(C(F)(F)F)c3)ccnc2O1 (stereo not given)	-2.1	-2.7	-3.8	-1.5	2	1	-1.0	-5.5	/	0	-5
46	CC(=O)Nc1ccc(S(=O)(=O)Nc2nnc(Cc3ccc(Cl)cc3)s2)cc1	0.0	-0.2	-0.1	-0.2	-3	0	-0.8	1.1	-2.2	-2	1

From PubChem
